Tau FP inhib: blocks human tau fibril formation measured by polarization; P10636; AID 1468; Potency, µM (doses to about 57.7 µM), inactives show top-dose activity, negative = inhibition, most hits filed as inhibitors; 280,000 compounds, 0.39% hits; K18 P301L tau heparin fibrillization, Alexa594 FP, 6 h; also: nearly all actives have a fitted effect of over 55% in size
Target sequence (P10636 561-689 P618L limits assumed): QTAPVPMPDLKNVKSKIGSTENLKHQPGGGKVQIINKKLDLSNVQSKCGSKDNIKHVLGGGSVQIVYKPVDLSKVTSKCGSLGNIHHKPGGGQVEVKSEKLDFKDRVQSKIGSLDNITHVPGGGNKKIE
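Recombinant K18 P301L […], labeled with Alexa 594 at 0.24 uM over 15 uM unlabeled; heparin inducer 20 uM final; 37 C, 6 hr; FP endpoint.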
L3MBTL1 block: L3MBTL1 (human) inhibition | AID 485360 | AlphaScreen L3MBTL1–H3K9me1 peptide binding | Q9Y468 | 230,000 compounds, 0.66% hits | Potency, µM (highest dose often 57.1 µM), without a hit: at the top dose activity, negative = inhibition, most hits filed as inhibitors; also: nearly all actives have a fitted effect of over 60% in size
Target sequence (Q9Y468 whole entry, looked up): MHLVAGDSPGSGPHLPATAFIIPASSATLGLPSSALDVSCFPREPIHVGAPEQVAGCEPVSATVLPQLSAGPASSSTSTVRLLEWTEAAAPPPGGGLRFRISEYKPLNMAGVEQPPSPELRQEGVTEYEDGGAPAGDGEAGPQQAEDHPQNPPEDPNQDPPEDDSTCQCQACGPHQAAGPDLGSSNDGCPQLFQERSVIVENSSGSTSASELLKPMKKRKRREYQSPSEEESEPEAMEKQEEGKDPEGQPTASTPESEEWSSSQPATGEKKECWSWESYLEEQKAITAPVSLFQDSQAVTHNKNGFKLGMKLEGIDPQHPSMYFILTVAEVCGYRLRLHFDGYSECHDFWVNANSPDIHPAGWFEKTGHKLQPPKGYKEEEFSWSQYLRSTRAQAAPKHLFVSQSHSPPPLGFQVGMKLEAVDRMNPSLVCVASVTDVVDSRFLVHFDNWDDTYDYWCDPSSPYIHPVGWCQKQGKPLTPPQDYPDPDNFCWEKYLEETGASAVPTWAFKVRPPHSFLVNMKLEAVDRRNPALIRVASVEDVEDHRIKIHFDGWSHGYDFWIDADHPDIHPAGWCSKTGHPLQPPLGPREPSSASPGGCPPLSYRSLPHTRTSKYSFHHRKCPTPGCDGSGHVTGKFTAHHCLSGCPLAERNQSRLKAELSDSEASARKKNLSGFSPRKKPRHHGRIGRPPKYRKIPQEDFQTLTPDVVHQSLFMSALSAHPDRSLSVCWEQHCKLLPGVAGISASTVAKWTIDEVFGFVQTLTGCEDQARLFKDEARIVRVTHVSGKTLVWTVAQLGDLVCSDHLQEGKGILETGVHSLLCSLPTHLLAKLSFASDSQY
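L3MBTL1 50 nM + b-AHA-H3(1-15)K9me1 75 nM, 30 min RT; compound added, 30 min RT; streptavidin donor/Ni-chelate acceptor beads 10 ug/mL each final, 30 min RT dark; AlphaScreen read.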
Tau fibril ThT: tau fibrillization inhibition (ThT binding); recombinant tau K18 P301L, heparin-induced fibrillization, ThT fluorescence; Potency, µM (highest dose often 57.4 µM), inactives show at the highest dose activity, negative = inhibition, usual class: inhibitors; 270,000 compounds, 2.1% hits; also: nearly all actives have a fitted effect of over 55% in size
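Heparin-induced fibrillization of the P301L-mutant K18 repeat-domain fragment of human tau was followed by ThT binding in quantitative high-throughput format.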
ALDH1A1 block: inhibitors of human aldehyde dehydrogenase 1A1 | P00352 | Purified ALDH1A1, NADH fluorescence, propionaldehyde substrate | Potency, µM (top dose mostly 75.3 µM), for inactives: at the highest dose activity, negative = inhibition, usual class: inhibitors | 220,000 compounds, 7.3% hits | AID 1030; active = well fitted inhibition curve with a large enough effect, not every such curve was filed as active; inconclusive = small, poorly fitted or top-dose-only effect, or another doubt; inactive = no such curve, though single readings can be large or run the other way;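 also: plate controls were no enzyme wells and a reference inhibitor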
Tau fluor counter: counter-screen for tau fibril formation inhibitors; 280,000 compounds, 0.93% hits; Potency, µM (doses to about 57.7 µM), inactives show at the top dose activity change, negative = decrease; tau K18 P301L (four-repeat tau fragment) Alexa594 fluorescence, heparin fibrillization; AID 1463; also: nearly all actives have a fitted effect of over 55% in size
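Human K18 P301L tau (15 uM unlabeled plus 0.24 uM Alexa 594-labeled, final) in 100 mM sodium acetate pH 7 was mixed with compound and 20 uM heparin and incubated 6 hr at 37 C.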
TRb SRC2 PPI: inhibitors of human thyroid hormone receptor beta-SRC2 interaction | P10828 | TRbeta-SRC2 peptide binding, fluorescence polarization; receptor liganded with 1 µM T3 | Potency, µM (highest dose often 106 µM), inactives show top-dose activity change, negative = inhibition, most hits filed as inhibitors | 280,000 compounds, 0.065% hits;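 also: plate controls were bound peptide for no effect and peptide without receptor for full effect; nearly all actives have a fitted effect of over 50% in size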
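Human TRb LBD (0.6 uM) plus Texas Red-labeled SRC2 peptide (20 nM), 1uM T3, 5% DMSO, 5 hr at ambient temperature. Decreased polarization (555/632 nm) flags inhibition; data normalized to free and bound peptide controls.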
TR SRC2 fluor cs: Texas Red fluorescence interference in TRb-SRC2 counter-screen. TRb/SRC2 Texas Red total fluorescence interference. Potency, µM (series often up to 106 µM), inactives show top-dose fluorescence change, negative = quenching. 280,000 compounds, 0.29% hits; active = well fitted curve in either direction with a large enough effect; inconclusive = small, poorly fitted or top-dose-only effect
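Human TRb ligand-binding domain at 0.6 uM with 20 nM Texas Red SRC2 peptide in Tris buffer containing 1 uM T3 and 5% DMSO, incubated with compound 5 h at ambient temperature. Total fluorescence (555/632 nm) calculated as parallel + 2 × perpendicular.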
GLA spleen mod: alpha-galactosidase A (human) modulation; human spleen homogenate, 4MU-alpha-Gal fluorescence, 40 min; Potency, µM (series often up to 80 µM), for the others: at the top dose activity change, negative = inhibition, actives largely listed as inhibitors; 240,000 compounds, 0.008% hits;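 also: 0% = enzyme with vehicle and -100% = no enzyme basal signal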
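Fluorogenic readout (Ex 365/Em 440 nm) of 4-methylumbelliferone released from 1 mM 4-MU-alpha-galactoside by spleen homogenate, 40 min at 37C, pH 5.0. Data normalized to no-enzyme and enzyme controls; Hill-equation AC50 from compound titrations.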
* hit, by the source's call; ? = inconclusive; . = not tested or not shown; & = joins results of further samples; [ ] = dose if it differs, or a comment. Unless noted, calls follow the shape of the dose curve; as a rule, active = well fitted curve in the direction sought with a large enough effect; inconclusive = small, poorly fitted or top-dose-only effect, or another doubt; inactive = no such curve, though single readings can be large; an effect the other way counts as inactive or inconclusive. Unless noted, % is scaled to controls: 0 for no effect and ±100 for the full control effect; potency is read from the fitted curve at half-maximal effect. No enrichment for hits; overall some 8.5% were active at least once.

Sequence of screens: Tau FP inhib | L3MBTL1 block | Tau fibril ThT | ALDH1A1 block | Tau fluor counter | TRb SRC2 PPI | TR SRC2 fluor cs | GLA spleen mod
> CCOC(=O)c1c(NC(=O)CC)sc(C(C)=O)c1C
→ -6% | 9% | -3% | 14µM* | -2% | -2% | -1% | 7%
> O=C(NCCC1=CCCCC1)c1cnsn1
→ 9% | . | -1% | -5% | 3% | -10% | -6% | -2%
> CS(=O)(=O)c1ccccc1-c1nc(-c2ccc(C(F)(F)F)cc2)no1
→ -14% | 10% | -9% | -2% | -14% | 13% | 2% | -2%
> COc1ccc(-c2csc(N(CCc3ccccc3)C(=O)COc3ccccc3)n2)cc1
→ -8% | -5% | -19% | -10% | -20% | -13% | 2% | -13%
> Cc1ccc(-n2c(SCC(N)=O)nc(O)cc2=O)cc1
→ -1% | 9% | -7% | 9% | 5% | -1% | -2% | -6%
> CC1CCC(NC(=O)CCc2cn(Cc3ccc(F)cc3)c3ccccc23)CC1 (stereo unspecified)
→ 3% | . | 0% | . | 3% | -5% | -1% | .
> CC(=O)c1cccc(NS(=O)(=O)c2c(C)noc2C)c1
→ 3% | 1% | -3% | 28% | 0% | 0% | 0% | 2%
> COc1ccc(N(CC(=O)Nc2cccc(C(=O)O)c2)S(=O)(=O)c2c(C)noc2C)cc1
→ -1% | 2% | -6% | 9% | -6% | -3% | -1% | 3%
> CCOC(=O)c1c(C)oc2nc(C)nc(NCc3ccccc3Cl)c12
→ 3% | . | -9% | . | -9% | -2% | -3% | .
> CCc1cc2c(cc3c(=O)n(CC(=O)NC(C)C)nc(CC)n32)s1
→ -3% | . | -6% | . | -4% | 3% | 5% | .

The closing 2 compounds of the part above come first, to join the parts.
Sequence of screens: Tau FP inhib | L3MBTL1 block | Tau fibril ThT | ALDH1A1 block | Tau fluor counter | TRb SRC2 PPI | TR SRC2 fluor cs | GLA spleen mod
> CCOC(=O)c1c(C)oc2nc(C)nc(NCc3ccccc3Cl)c12
→ 3% | . | -9% | . | -9% | -2% | -3% | .
> CCc1cc2c(cc3c(=O)n(CC(=O)NC(C)C)nc(CC)n32)s1
→ -3% | . | -6% | . | -4% | 3% | 5% | .
> Cc1sc(C2C(C#N)=C(N)N(c3cccc(Cl)c3)C3=C2C(=O)CCC3)cc1CN1CCOCC1 (stereo unspecified)
→ -14% | . | ? | . | ? | 6% | 6% | .
> Cc1nc(N)sc1-c1csc(N(C)c2ccc(O)cc2)n1
→ ? | -10% | 16µM* | 14µM* | ? | -14% | -4% | 0%
> Cc1ccc(S(=O)(=O)N2CCN(C(=O)CSC3CCCC3)CC2)c(C)c1
→ 8% | 7% | -8% | -7% | -5% | 9% | 2% | -4%
> CCn1nnnc1NCc1cccn1C
→ 4% | . | -12% | 2% | -5% | 2% | 2% | 12%
> COc1cc(NC(=O)c2cc3c(=O)oc4ccc(C)cc4c3s2)cc(OC)c1OC
→ 1% | . | 5% | . | -8% | -3% | -1% | .
> COc1cc(-n2c(=O)c3ccccc3n(CC(=O)c3ccc(F)cc3)c2=O)cc(OC)c1OC
→ -14% | . | -10% | 5% | -13% | 2% | 1% | -1%
> Cc1ccccc1C(=O)Nc1ccc(-c2nnc(SC(C)C(=O)O)n2C)cc1 (stereo unspecified)
→ -2% | 69%[activator] | -3% | . | 2% | -3% | -1% | -13%
> CN(C)S(=O)(=O)c1cccc(C(=O)NCc2cccs2)c1
→ -5% | . | -2% | -1% | -8% | 3% | -1% | -7%
> c1cc2c(cc1C1CCCCC1)c1c3n2CCN=C3CCC1
→ 11% | 8% | -19% | -6% | -18% | 3% | -1% | 7%
> CN(Cc1cccnc1)Cc1cn(C)nc1-c1cccc(Cl)c1
→ -3% | -2% | 1% | 3% | -8% | 5% | -1% | -9%
> Cc1cc(C)cc(NC(=O)c2sc3nc4n(c(=O)c3c2C)N=C(c2ccc(F)cc2)CS4)c1
→ -7% | . | -10% | . | -3% | 3% | -1% | .
> CCC(C)[C@@H](C(=O)N1CCNCC1)n1cc(CCCN=C(N)N)nn1 (stereo partly specified)
→ -6% | 23% | -5% | -8% | -1% | -4% | -1% | 8%
> CSCC[C@H](NC(=O)[C@H](Cc1ccccc1)NC[C@@H](NC[C@@H](N)CS)C(C)C)C(=O)O
→ ? | . | 25µM* | -10% | -15% | -3%&4% | 0%&-1% | -15%&7%
> CN1CCc2c(c3c(n2C)CCN(C)[C@H]3c2ccccc2F)[C@@H]1c1ccccc1F
→ -2% | -5% | -8% | -3% | -5% | -15% | -1% | 3%
> CCOC(=O)C(/C=C(\C#N)C(=O)OCC)=C(/N)N1CCN(c2ccc(Cl)cc2)CC1
→ 14% | . | -8% | -5% | -22% | 3% | -1% | 2%
> NC(=O)C1(N2CCCCC2)CCN(Cc2nc3ccccc3c(=O)[nH]2)CC1
→ -1% | 6% | -15% | 1% | -9% | -5% | 2% | -4%
> O=[N+]([O-])c1cc(C(F)(F)F)ccc1Oc1cccnc1[N+](=O)[O-]
→ -3% | -3% | -7% | 10% | -8% | 1% | -1% | 4%
> O=C1CC(c2ccco2)Cc2nc(Nc3ccc(F)cc3)ncc21 (stereo unspecified)
→ -6% | . | ? | 10µM* | -29% | -6% | -10% | 11%
> CCOCCCNC(=O)C(c1ccc(OC)cc1)N(Cc1ccc2c(c1)OCO2)C(=O)c1cnccn1 (stereo unspecified)
→ 4% | ? | -5% | ? | -5% | -3% | 0% | 4%
> CC(=O)c1cccc(NC(=O)c2cccc(S(=O)(=O)N(C)C)c2)c1
→ 2% | -1%[11.4 µM] | -1% | -9% | -3% | -5% | 1% | -4%
> CCOc1cc(/C=C2/C(=N)N3OC(C)=CC3=NC2=O)ccc1OCCOc1ccccc1
→ -6% | . | ? | ? | -13% | -9% | -8% | 5%
> CCOc1cc(C)nc(N2CCCC(C(=O)NCc3ccccc3F)C2)n1 (stereo unspecified)
→ -2% | -5% | 0% | -16% | -3% | -19% | 3% | 11%
> CON1C(=O)C(=O)N(OC)C2CCCCCC21 (stereo unspecified)
→ 3% | 4% | 0% | 5% | 4% | 4% | -4% | 3%
> COc1ccccc1C1CCN(Cc2c(C)[nH]c3ccccc23)CC1
→ -3% | -27% | -14% | -3% | -13% | -4% | -1% | 7%
> Cc1c(C(=O)NCCO)sc2nc3n(c(=O)c12)CCC3
→ -6% | -2% | -1% | 4% | 2% | -8% | -6% | -1%
> COC(=O)c1ccccc1NC(=O)N1CCN(Cc2ccco2)CC1
→ -3% | -1% | -6% | -6% | -5% | -3% | 3% | 5%
> Cc1c(NC(=O)c2nn3c(C(F)(F)F)cc(-c4ccccc4)nc3c2Br)c(=O)n(-c2ccccc2)n1C
→ 9% | 9% | -10% | 1% | 10% | -2% | 2% | -4%
> COc1ccc(CCC(=O)NCCc2csc(-c3cccc(C)c3)n2)cc1
→ 1% | . | ? | . | -18% | 0% | 0% | .
> C#CCOCCOCCOCCNc1nc(N2CCN(C(=O)Cn3cc(CCCCN)nn3)CC2)nc(N2CCN(C(=O)[C@H](C)n3cc(CCCN=C(N)N)nn3)CC2)n1
→ 3% | -12% | -3% | 22% | 1% | 8% | -1% | -12%
> CC(=O)NC1(C2CCCCC2=O)CCCCC1 (stereo unspecified)
→ -2% | 2% | -10% | 4% | 1% | -1% | -1% | -1%
> COc1ccc2ccccc2c1CN1CCN(C)CC1
→ 4% | 3% | -2% | -1% | 5% | -6% | -2% | 2%
> N#Cc1nc(COc2ccccc2)oc1N1CCCC1
→ -6% | -23% | -13% | ? | -15% | 4% | -5% | -7%
> O=C(CCS(=O)(=O)c1cccs1)Nc1ccc(C(=O)NC2CCN(Cc3ccccc3)CC2)cc1
→ -14% | . | 1% | 3% | -11% | 0% | -1% | -1%
> CCCCN(C)CCCNC(=O)CN1N=C(c2ccc(OC)cc2)CCC1=O
→ 0% | . | -1% | . | 1% | -2% | 0% | .
> COc1ccc(N(C)C(=O)CCC(=O)Nc2ccc3nc(N4CCOCC4)cc(C)c3c2)c(OC)c1
→ -1% | -11% | -6% | ? | -2% | 6% | 2% | -8%
> C/C(=N\NC(=O)C(=O)Nc1cccc(C(F)(F)F)c1)c1ccc(Cl)s1
→ ? | -2% | -17% | 3% | -16% | -13% | -1% | 12%
> Clc1ncc(CSc2ccccc2)s1
→ -5% | 7%[11.4 µM] | 2% | 4% | -3% | -1% | -2% | -12%
> Cc1cc(C)cc(NC(=O)Nc2ccc(Cl)cn2)c1
→ -4% | -2% | -12% | 2% | -7% | -3% | -2% | 2%
> O=C1CC[C@@H](CN(Cc2ccccc2)Cc2cn[nH]c2-c2cc3ccccc3o2)N1
→ 5% | -21% | ? | 1% | -11% | -5% | 1% | -7%
> COc1ccc(-c2coc3cc(O)ccc3c2=O)c(O)c1O
→ 16µM* | . | 10µM* | 8.9µM* | 13µM*[quencher] | 5% | -9% | 21%
> COc1ccc(CC(=O)NCc2nc3cccnc3n2Cc2ccc(C)cc2)cc1OC
→ -6% | . | -6% | . | -13% | 3% | -3% | .
> COc1cccc(-c2cc(C(=O)N3CCN(c4ncccn4)CC3)c3ccccc3n2)c1
→ -1% | . | -15% | -1% | -16% | 9% | -2% | 19%
> CCOc1ccccc1NC(=O)C1CCCN(S(=O)(=O)c2cccc3cccnc23)C1 (stereo unspecified)
→ 3% | 11% | -10% | -4% | -12% | 4% | -1% | -1%
> COc1ccc(NC(=O)CCC(=O)OCc2ccc([N+](=O)[O-])cc2)cc1
→ -5% | ? | -1% | ? | -5% | 4% | -2% | -5%
> CCc1ccccc1NS(=O)(=O)c1ccc(NC(=O)N2CCCC2)cc1
→ -2% | . | -12% | . | -24% | -7% | -2% | .
> CC1(C(=O)OCC(=O)Nc2ccccc2)CC1(Cl)Cl (stereo unspecified)
→ 9% | 6% | -2% | 1% | 5% | -2% | -1% | -4%
> CC1CCCN(C(=O)Cc2ccc(F)cc2)C1 (stereo unspecified)
→ 4% | 7% | -8% | ? | 0% | -4% | -6% | -15%
> CC1OC2(C)OC(=N)C1(C#N)C(C#N)(C#N)C2c1ccccc1 (stereo unspecified)
→ 2% | -7% | 2% | ? | -2% | 5% | 4% | 6%
> CC1CN(S(=O)(=O)c2cccc(C(F)(F)F)c2)CC(C)O1 (stereo unspecified)
→ 7% | 9% | -12% | . | -10% | 6% | 5% | 3%
> CCN(CC)C(=O)CN1C(=O)/C(=C/c2ccccc2)SC1=S
→ -14% | . | . | . | -3% | -1% | 0% | 2%

Compound activity from PubChem.
